# Bioassay records from PubChem BioAssay.
# KOR beta-arrestin-1 – KOR antagonists, beta-arrestin recruitment, cell-based, luminescence, uHTS (AID 1778); KOR beta-arrestin recruitment, luminescence, antagonist mode; higher % means a stronger effect; one-dose inhibition, % at 10 µM; IC50 in µM for titrated hits; 0.091% of 290,000 active; note: strong numbers were not always called active
# human PMI inhibition – inhibitors of human PMI, primary screen, biochemical, fluorescence intensity, coupled assay (AID 1209); Mannose-6-phosphate isomerase (Homo sapiens); purified PMI enzyme, coupled fluorescence intensity; higher % means a stronger effect; 0.42% of 190,000 active; inhibition, % at 20 µM, or IC50 in µM where a hit was titrated;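 note: plate controls were DMSO vehicle for no effect and wells lacking substrate for full effect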
# XIAP antagonists – XIAP antagonists, biochemical, IAP family, fluorescence polarization (AID 1018); 0.007% of 200,000 active; displacement, % at 20 µM; hits with a dose series show IC50 in µM; E3 ubiquitin-protein ligase XIAP (Homo sapiens); XIAP BIR domain, fluorescence polarization peptide displacement; higher % means a stronger effect; in the data active = displacement above about 50%; note: a part of the inactive calls stands beside numbers as strong as those of hits
# TNAP activators – human TNAP enzyme activators, primary screen, biochemical, luminescent, no phosphate acceptor, uHTS (AID 1001); Alkaline phosphatase, tissue-nonspecific isozyme (Homo sapiens); purified TNAP, luminescent activation assay, no phosphate acceptor; higher activation fold means a stronger effect; one-dose activation fold at 20 µM; EC50 in µM for titrated hits; 0.03% of 200,000 active; in the data active = activation fold from about 3, or a potency from the dose series; inactive = the rest, 99 in 100 with activation fold below about 1.6; note: many of its hits are not listed in these tables
# HEK293 NOD2/NF-kB – NOD2 signaling inhibitors, cell-based, luminescence, uHTS, HEK293 (AID 1566) | HEK293 NOD2/NF-kB luciferase reporter, luminescence; higher % means a stronger effect | inhibition, % at 4 µM; hits with a dose series show EC50 in µM | 0.63% of 290,000 active; note: many of its hits are not listed in these tables
# PMI inhibition – human PMI inhibitors, high substrate, primary screen, biochemical, fluorescence intensity, high mannose 6-phosphate (AID 1220); 0.66% of 190,000 active; Mannose-6-phosphate isomerase (Homo sapiens); one-dose inhibition, % at 20 µM; IC50 in µM for titrated hits; recombinant PMI enzyme, coupled fluorescence intensity; higher % means a stronger effect
# LYP phosphatase – inhibitors of LYP phosphatase, biochemical, fluorescence intensity, uHTS (AID 1779); Tyrosine-protein phosphatase non-receptor type 22 (Homo sapiens); recombinant LYP phosphatase, fluorescence intensity; higher % means a stronger effect; inhibition, % at 11.5 µM; hits with a dose series show IC50 in µM; 0.054% of 290,000 active;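 note: plate controls were vehicle with enzyme for no effect and no enzyme for full effect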
# KOR beta-arrestin-2 – KOR agonists, beta-arrestin recruitment, primary screen, cell-based, luminescence, uHTS (AID 1777); one-dose activation, % at 10 µM; EC50 in µM for titrated hits; KOR beta-arrestin recruitment, luminescence; higher % means a stronger effect; Kappa-type opioid receptor (Homo sapiens); 0.02% of 280,000 active; in the data active = activation above about 50%, passing the limit was not always enough; note: a part of the inactive calls stands beside numbers as strong as those of hits
# NOD1 NF-kB reporter – NOD1 signaling inhibitors, primary screen, cell-based, luminescence, uHTS (AID 1578) | one-dose inhibition, % at 4 µM; EC50 in µM for titrated hits | NOD1-driven NF-kB luciferase reporter cells, luminescence; higher % means a stronger effect | 1% of 290,000 active; in the data active = inhibition mostly above about 36%, no sharp cut-off; inactive = mostly below about 34%;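 note: HEK-293T reporter cells stimulated with the NOD1 agonist gamma-tri-DAP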
# An asterisk follows results filed as active; / = no result given; [ ] = another dose, or the depositor's remark. Cut-off read from the data, not from the text of the source, unless noted: active = inhibition above about 50%; inactive = the rest. A portion of the library (hit frequency here may not be typical).
SMILES,KOR beta-arrestin-1,human PMI inhibition,XIAP antagonists,TNAP activators,HEK293 NOD2/NF-kB,PMI inhibition,LYP phosphatase,KOR beta-arrestin-2,NOD1 NF-kB reporter
Cc1ccc2oc(=O)c(/C=C(\O)c3sc(C)nc3C)nc2c1,-4%,-2%,1.5%,0.9,13%,2%,-1%,-3.9%,-1%
COc1ccc(NC(=O)CN(C)C(=O)c2cnc(Cl)c(Cl)c2)cc1,10%,/,/,/,14%,/,0%,2.0%,-27%
NS(=O)(=O)c1ccc(NC(=O)c2ccc(-c3ccccc3)cc2)cc1,-14%,-10%,-14%,1.1,-11%,0%,-5%,-3.9%,-47%
N#CC1=C(N)Oc2nc[nH]c(=O)c2C1c1cccs1 (stereo not given),7%,4%,-4.5%,1,-11%,7%,-6%,-4.3%,-45%
O=C1C(=O)N(Cc2cccnc2)C(c2ccccn2)/C1=C(/O)c1ccc(Br)cc1 (stereo not given),12%,-5%,2.8%,1.1,12%,-6%,-5%,-2.0%,-20%
CCOCCCNc1nc2c(c(=O)[nH]c(=O)n2C)n1CCCc1ccccc1,42%,10%,-0.4%,1.1,0%,11%,1%,-3.3%,-28%
CCc1ccc(-c2nc(CS(=O)CC(=O)NCCCN3CCC(C)CC3)c(C)o2)cc1 (stereo not given),-63%,/,/,/,12%,/,-10%,-0.5%,-7%
CC(c1nnc(SCC(=O)NC(=O)NCc2ccco2)n1-c1ccc(Cl)cc1)N(C)C (stereo not given),-29%,4%,-17%,1.1,3%,9%,-1%,1.5%,-24%
C=CCOc1ccccc1CN(CCc1ccccc1)C(=O)c1cccc(S(C)(=O)=O)c1,-16%,/,/,/,6%,/,-4%,2.0%,13%
Cc1c(OC(C)C(=O)NCCCn2ccnc2)ccc2c3c(c(=O)oc12)CCC3 (stereo not given),-1%,/,/,/,18%,/,-11%,1.0%,-34%
O=C(Cn1cnc2cc([N+](=O)[O-])ccc2c1=O)Nc1ccccc1Cl,-24%,/,/,/,8%,/,-9%,5.7%,-10%
COc1ccc(OC)c(C(=O)CN2CCN(S(=O)(=O)c3ccc(Br)cc3)CC2)c1,-49%,-29%,-10%,1,-5%,-63%,4%,-0.3%,15%
CCOc1ccc(C(=O)Nc2ccc(N3CCN(C(C)=O)CC3)cc2)cc1[N+](=O)[O-],5%[20 µM],3%,2.3%,1,15%,8%,3%,-3.7%,-33%
Cc1noc(C)c1C(=O)OCC(=O)Nc1cccc(S(=O)(=O)N(C)C)c1,16%,15%,-18%,1.1,6%,10%,-1%,25%,-26%
Cc1cc(C)nc(-n2nc(C)cc2NC(=O)CNC(C)c2ccccc2)n1 (stereo not given),-16%,14%,-2.8%,1.1,11%,10%,-5%,1.0%,11%
Cc1ccccc1OCCC(=O)N(Cc1ccccc1)c1c(N)n(Cc2ccccc2)c(=O)[nH]c1=O,10%,/,/,/,0%,/,-6%,-1.9%,-21%
COc1ccc(NC(=O)CSc2nnc(NC(C)=O)s2)c([N+](=O)[O-])c1,-29%[20 µM],7%,0.1%,1,17%,25%,-6%,-1.1%,-13%
O=[N+]([O-])c1cccc(-c2nn(-c3ccccc3)cc2CO)c1,25%,/,/,/,-7%,/,-5%,-6.4%,-7%
COc1cccc(C(=O)Nc2cc(=O)n(C)c(=O)n2C)c1,25%,/,/,/,4%,/,-8%,-3.9%,6%
O=C(Cc1ccc(Cl)cc1)Nc1ccc(CN2CCCCC2)cc1,-20%,/,/,/,30%,/,-2%,-1.5%,-6%
CC(=O)N1CCN(CC(O)Cn2c3ccccc3c3ccccc32)CC1 (stereo not given),-40%[20 µM],/,/,/,10%,/,-8%,0.9%,-8%
Cc1ccc(S(=O)(=O)Nc2ccc(Br)cc2C(NCC(=O)O)c2ccccc2)cc1 (stereo not given),1%,6%,-14%,2.2,-3%,6%,6%,-0.8%,21%
O=C(CC1SC(=O)N(Cc2cccc3ccccc23)C1=O)Nc1nccs1 (stereo not given),18%,10%,-0.6%,1.1,11%,4%,-1%,-2.1%,6%
Cc1oncc1C(=O)NC1CCCCC1,2%[20 µM],0%,-2.7%,1,6%,-3%,-14%,-8.1%,-18%
O=C(CNC(=O)c1ccc(Br)cc1)OCc1cc([N+](=O)[O-])cc2c1OCOC2,15%,-7%,-4.3%,1.1,0%,-7%,-4%,-13%,-30%
COc1ccc(/C=N/n2c(-c3ccc(C)cc3)n[nH]c2=S)cc1OC,24%,/,/,/,15%,/,1%,-0.6%,3%
O=[N+]([O-])c1cc(S(=O)(=O)Nc2ccccc2)ccc1-n1nnc2ccccc21,1%,16%,-8.9%,1.1,19%,19%,-11%,3.7%,35%
COc1ccc(/C=N/NC(=O)CCn2nc(C)cc2C)cc1,8%,/,/,/,-12%,/,-8%,4.3%,-2%
Cc1c(C(=O)NCc2ccccn2)oc2ccc(S(=O)(=O)N3CCOCC3)cc12,-14%,13%,30%,1,-3%,10%,7%,1.9%,-12%
CCCOc1ccc(-c2c(C(=O)N/N=C/C3CC=CCC3)nnn2-c2nonc2N)cc1 (stereo not given),-14%,/,/,/,6%,/,-12%,-6.7%,-38%
c1ccc(-c2nnc3sc(Cc4cccs4)nn23)cc1,-9%,-32%,-3.5%,1.1,15%,-36%,-6%,-2.6%,-11%
COc1ccc(S(=O)(=O)NC(C)C)cc1C(=O)NC1CCCCC1,-5%,-1%,0.0%,1.1,14%,-3%,-6%,-3.5%,-17%
Cc1cc(C)nc(SCC(=O)N/N=C/c2cccs2)n1,8%,-3%,-7.2%,1,2%,3%,1%,1.9%,-12%
COc1ccc(NC2CC(=O)N(C)C2=O)cc1 (stereo not given),-16%,12%,28%,1,-3%,7%,-2%,3.1%,-24%
CCOC(=O)c1cc2c(nc1N)CC(C)(C)OC2,7%,-5%,-2.1%,1.1,5%,-9%,-14%,-2.1%,-12%
CN(/N=C/c1ccncc1)C1=NS(=O)(=O)c2ccccc21,8%,8%,0.3%,1.1,18%,0%,-1%,-0.5%,9%
Cc1nc(C)c2c(=O)cc(-c3ccccc3)[nH]c2n1,-21%,9%,-1.5%,1.1,-17%,7%,6%,3.2%,14%
CCOCCCNC(=S)N(CCCN(C)C)Cc1cc2cc3c(cc2[nH]c1=O)OCCO3,-51%[20 µM],/,/,/,6%,/,-7%,3.8%,-11%
Nc1ncnc2c1ncn2CCc1ccccc1,19%,/,/,/,4%,/,-7%,-0.6%,-1%
Cn1cnc(S(=O)(=O)Nc2ccccc2N2CCOCC2)c1,27%,/,/,/,5%,/,-9%,2.8%,-10%
CCCn1c(C2CC(=O)N(c3ccc(C)cc3)C2)nc2ccccc21 (stereo not given),2%,-2%,-9.2%,1.1,-5%,-6%,-4%,0.2%,4%
Cn1c(-c2cccc([N+](=O)[O-])c2)cnc1NCc1cccc(F)c1,-9%[20 µM],/,/,/,8%,/,-9%,3.8%,-17%
Fc1ccc(OCCOCCNCC2CCCO2)cc1 (stereo not given),14%,-1%,-5.5%,1,19%,3%,-6%,-4.9%,-14%
CCC(=O)Nc1ccc2c(c1)nc(CCN1CCN(c3ccccn3)CC1)n2C,-8%,/,/,/,-2%,/,-9%,5.5%,2%
CC(Sc1nnc2ccccn12)C(=O)Nc1ccc2c(c1)OCCO2 (stereo not given),-9%,-6%,-4.8%,1.1,-9%,-3%,-4%,-4.5%,-44%
Cc1ccccc1CN(c1ccc(C(=O)Nc2cccnc2)cc1)S(C)(=O)=O,-3%,-11%,-8.4%,1.1,13%,-14%,-8%,0.9%,-22%
O=c1[nH]c2ccc(NCc3ccc(F)cc3)cc2[nH]1,6%,/,/,/,4%,/,-5%,-3.8%,-8%
CN(C)/C=C/C(=O)c1ccc(Br)cc1,-28%[20 µM],-6%,-2.1%,1,-25%,-2%,-3%,1.1%,-36%
COc1ccc(Cl)cc1N(C(=O)c1ccco1)C(C(=O)NC1CCCC1)c1cccnc1 (stereo not given),13%,/,/,/,-22%,/,-3%,-2.2%,-13%

# Arranged by molecular weight (rising): 14 of the compounds above
SMILES,KOR beta-arrestin-1,human PMI inhibition,XIAP antagonists,TNAP activators,HEK293 NOD2/NF-kB,PMI inhibition,LYP phosphatase,KOR beta-arrestin-2,NOD1 NF-kB reporter
Nc1ncnc2c1ncn2CCc1ccccc1,19%,/,/,/,4%,/,-7%,-0.6%,-1%
CCOC(=O)c1cc2c(nc1N)CC(C)(C)OC2,7%,-5%,-2.1%,1.1,5%,-9%,-14%,-2.1%,-12%
Cc1nc(C)c2c(=O)cc(-c3ccccc3)[nH]c2n1,-21%,9%,-1.5%,1.1,-17%,7%,6%,3.2%,14%
CN(C)/C=C/C(=O)c1ccc(Br)cc1,-28%[20 µM],-6%,-2.1%,1,-25%,-2%,-3%,1.1%,-36%
Fc1ccc(OCCOCCNCC2CCCO2)cc1 (stereo not given),14%,-1%,-5.5%,1,19%,3%,-6%,-4.9%,-14%
CN(/N=C/c1ccncc1)C1=NS(=O)(=O)c2ccccc21,8%,8%,0.3%,1.1,18%,0%,-1%,-0.5%,9%
Cc1cc(C)nc(SCC(=O)N/N=C/c2cccs2)n1,8%,-3%,-7.2%,1,2%,3%,1%,1.9%,-12%
Cn1cnc(S(=O)(=O)Nc2ccccc2N2CCOCC2)c1,27%,/,/,/,5%,/,-9%,2.8%,-10%
Cn1c(-c2cccc([N+](=O)[O-])c2)cnc1NCc1cccc(F)c1,-9%[20 µM],/,/,/,8%,/,-9%,3.8%,-17%
CCCn1c(C2CC(=O)N(c3ccc(C)cc3)C2)nc2ccccc21 (stereo not given),2%,-2%,-9.2%,1.1,-5%,-6%,-4%,0.2%,4%
CC(Sc1nnc2ccccn12)C(=O)Nc1ccc2c(c1)OCCO2 (stereo not given),-9%,-6%,-4.8%,1.1,-9%,-3%,-4%,-4.5%,-44%
Cc1ccccc1CN(c1ccc(C(=O)Nc2cccnc2)cc1)S(C)(=O)=O,-3%,-11%,-8.4%,1.1,13%,-14%,-8%,0.9%,-22%
COc1ccc(Cl)cc1N(C(=O)c1ccco1)C(C(=O)NC1CCCC1)c1cccnc1 (stereo not given),13%,/,/,/,-22%,/,-3%,-2.2%,-13%
CCOCCCNC(=S)N(CCCN(C)C)Cc1cc2cc3c(cc2[nH]c1=O)OCCO3,-51%[20 µM],/,/,/,6%,/,-7%,3.8%,-11%
